Bioassay records deposited in PubChem BioAssay by several laboratories.
T cell HTS: modulates CD8 T cell binding to vesicles | 2C CD8+ T cell-vesicle binding, flow cytometry; hits give low values | calls only at 7 µM | 330,000 tested, 0.068% active | AID 2052;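 active = response, share of CD8 T cells binding vesicles, and their 90th percentile fluorescence all below set limits, cut at about 80% in these data, passing the limit was not always enough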
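Test system: purified 2C TCR transgenic mouse naive CD8+ T cells. Probe or stimulus: QL9-peptide-loaded Drosophila micro-vesicles bearing Ld, ICAM-1 and B7-1. Incubation: binding step 1.5 h, 37 °C, antibody labelling 20 min, ice. Measured by: flow cytometry of vesicle-bound cells.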
GPR55 antagonists: inhibition of LPI-stimulated GPR55 beta-arrestin translocation – imaging, U2OS, beta-arrestin-GFP, LPI agonist, primary screen (AID 2013). U2OS GPR55 beta-arrestin-GFP translocation imaging, LPI antagonism; higher % means a stronger effect. inhibition, % at 10 µM; hits with a dose series show IC50 in µM. 290,000 tested, 0.13% active;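 active = spots per cell inhibited over 60%, with over 100 cells counted and total cytoplasm intensity under 500,000; inconclusive = wells with under 100 cells, flagged as likely toxic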;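 also: U2OS cells stably carrying GPR55 and arrestin-GFP stimulated by 5 µM LPI near EC80; imaged beta-arrestin-GFP aggregate spots per cell after agonist stimulation; plate controls were LPI-stimulated DMSO wells for no effect and DMSO wells without LPI for full effect; some results filed as inactive read as strong as hits; confirmed hits need IC50 under 10 µM and bright autofluorescent wells are also inconclusive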
Lipid droplet: modulators of hepatic lipid droplet formation. inhibition, % at 6.5 µM. AML12 mouse hepatocytes, oleate lipid droplets, BODIPY imaging. 240,000 tested, 0.4% active. AID 1656;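 active = lipid droplet intensity inhibited by at least 50%, with more than 500 cells counted; inconclusive = wells with under 300 cells, treated as cytotoxic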
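Assay system: AML12 mouse liver cells | Compound dosing: One dose, 6.5 µM compound | Read-out basis: Droplet intensity reduction, % inhibition | Measured by: Fluorescence imaging, 20x objective, two fields per well | Schedule: Overnight treatment with compound plus oleate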
Large T inhibition: SV40 large T antigen inhibitors, biochemical (AID 1903); SV40 large T antigen ATPase/helicase inhibition assay; higher % means a stronger effect; one-dose inhibition, % at 20 µM; IC50 in µM for titrated hits; 310,000 tested, 0.39% active; in the data active = a potency from the dose series; inconclusive = inhibition mostly from about 32% at the one dose, without a potency; inactive = the rest, 99 in 100 with inhibition below about 32%; also: strong numbers were not always called active
Rac1 GTP hydrolysis: MgcRacGAP GTPase-activating activity inhibitors, confirmation, biochemical, ADP Hunter fluorescence. MgcRacGAP-stimulated Rac1 GTP hydrolysis, ADP Hunter fluorescence; higher % means a stronger effect; GST-tagged Rac1 F28L mutant substrate. inhibition, % at 30 µM, or IC50 in µM where a hit was titrated. 340,000 tested, 0.6% active. AID 624330;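 active = first-screen hits whose inhibition reached a set limit at any dose in the follow-up dose series; inconclusive = inhibition above the set first-screen limit but never retested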;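 also: fluorescence reports GDP produced by GAP-driven GTP hydrolysis; strong numbers were not always called active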
GPR55 activation: GPR55 agonists via beta-arrestin recruitment, primary screen, imaging, U2OS cells, beta-arrestin-GFP redistribution (AID 1961); 290,000 tested, 0.048% active; U2OS GPR55 beta-arrestin-GFP redistribution imaging; higher % means a stronger effect; activation, % at 10 µM, or EC50 in µM where a hit was titrated;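 active = activation above 40% with more than 50 cells counted in the well; inconclusive = wells holding fewer than 50 cells, flagged as toxic or sparse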;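 also: U2OS osteosarcoma cells stably expressing GPR55 and beta-arrestin-GFP; plate controls were DMSO negative control for no effect and LPI positive control for full effect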
LYP phosphatase: PTPN22 lymphoid phosphatase activity blockers – biochemical, fluorescence intensity, uHTS (AID 1779) | recombinant LYP phosphatase, fluorescence intensity; higher % means a stronger effect | inhibition, % at 11.5 µM, or IC50 in µM where a hit was titrated | 290,000 tested, 0.054% active; in the data active = inhibition above about 50%;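 also: plate controls were vehicle with enzyme for no effect and no enzyme for full effect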
GPR35 arrestin U2OS: inhibition of zaprinast-stimulated GPR35 beta-arrestin translocation – imaging, U2OS, beta-arrestin-GFP, zaprinast agonist, primary screen (AID 2058). 290,000 tested, 0.052% active. inhibition, % at 10 µM, or IC50 in µM where a hit was titrated. U2OS GPR35 beta-arrestin-GFP translocation imaging, zaprinast antagonism; higher % means a stronger effect;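 active = inhibition of at least 50% with at least 30 cells and total cytoplasm GFP at most 10,000,000; inconclusive = under 30 cells or total GFP of 10,000,000 plus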
NTR1 ag: agonists of NTR1, primary screen, imaging, U2OS cells, beta-arrestin-GFP, high content (AID 493036) | NTR1-U2OS beta-arrestin-GFP spot imaging, agonist mode | 330,000 tested, 0.17% active | activation, % at 20 µM;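 active = activation at or above 40% of the spot to cytoplasm intensity ratio, with at least 20 cells analyzed; inconclusive = wells under 20 cells, flagged as cytotoxic or low count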;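 also: 0% = DMSO without peptide and 100% = 100 nM NTR1 peptide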
Target sequence (P30989 whole entry, looked up): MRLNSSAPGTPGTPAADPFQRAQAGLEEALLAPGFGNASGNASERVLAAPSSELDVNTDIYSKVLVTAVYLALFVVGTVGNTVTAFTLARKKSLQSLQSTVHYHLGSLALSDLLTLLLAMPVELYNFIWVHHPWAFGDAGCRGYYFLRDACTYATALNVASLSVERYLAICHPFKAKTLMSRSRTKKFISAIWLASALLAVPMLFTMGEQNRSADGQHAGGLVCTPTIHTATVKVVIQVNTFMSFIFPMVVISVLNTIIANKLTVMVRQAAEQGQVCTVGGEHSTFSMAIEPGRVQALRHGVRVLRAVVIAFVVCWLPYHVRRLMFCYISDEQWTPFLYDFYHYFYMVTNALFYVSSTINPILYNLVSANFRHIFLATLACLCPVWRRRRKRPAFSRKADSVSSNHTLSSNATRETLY
Lipid droplet cells 6.5 µM: also measured in Lipid droplet; calls as there; cell count; measured here: cell count, cytotoxicity flag;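 cells counted across two imaged fields per well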
T cell HTS vesicle-bound %: further read-out of T cell HTS, marked with its call; double positive events, %; measured here: CD8+ vesicle-bound cell fraction;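 binding gate set so that unloaded-vesicle control wells show 10% double positive cells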
NTR1 ag cell count 20 µM: further read-out of NTR1 ag, marked with its call; cell count; measured here: cell count, cytotoxicity flag
Active calls of the source: *; i = inactive; ? = inconclusive; . = not tested or not shown.

Preview, seven compounds:
SMILES	T cell HTS	T cell HTS vesicle-bound %	GPR55 antagonists	Lipid droplet	Lipid droplet cells 6.5 µM	Large T inhibition	Rac1 GTP hydrolysis	GPR55 activation	LYP phosphatase	GPR35 arrestin U2OS	NTR1 ag	NTR1 ag cell count 20 µM
O=C(Nc1nc2c(F)cc(F)cc2s1)C1COc2ccccc2O1 (centres undefined)	i	50	-1%	-19	697	6%	11%	-0.1%	2%	-16%	0.8	50
Nc1nnc(SCC(=O)N2CCc3ccccc3C2)s1	i	66	-11%	22	731	5%	5%	0.9%	-4%	2%	0.6	32
O=C(COC(=O)c1ncc(Cl)c(Cl)c1Cl)Nc1ccc(Cl)cn1	i	41	.	.	.	10%	15%	.	.	.	-1.2	100
CCC1C2CN(C(C)=O)CC=C2C(C#N)=C(N)C1(C#N)C#N (centres undefined)	i	43	1%	.	.	14%	-2%	-0.2%	-13%	-14%	-0.2	87
CCOC(=O)CSc1nc2nc(C)cc(C)n2n1	i	64	6%	2	679	2%	5%	-0.2%	-1%	-11%	5.7	58
C/C(=N\NC(=O)C(=O)Nc1cccc(C(F)(F)F)c1)c1ccc(Cl)s1	i	54	-23%	.	.	6%	7%	0.0%	-3%	5%	1.3	65
O=c1[nH]n(-c2ccc([N+](=O)[O-])cc2)c(=O)c2ccccc12	i	25	6%	-9	605	24%	6%	0.2%	-2%	1%	1.5	58

Results, repeating the preview:
SMILES	T cell HTS	T cell HTS vesicle-bound %	GPR55 antagonists	Lipid droplet	Lipid droplet cells 6.5 µM	Large T inhibition	Rac1 GTP hydrolysis	GPR55 activation	LYP phosphatase	GPR35 arrestin U2OS	NTR1 ag	NTR1 ag cell count 20 µM
O=C(Nc1nc2c(F)cc(F)cc2s1)C1COc2ccccc2O1 (centres undefined)	i	50	-1%	-19	697	6%	11%	-0.1%	2%	-16%	0.8	50
Nc1nnc(SCC(=O)N2CCc3ccccc3C2)s1	i	66	-11%	22	731	5%	5%	0.9%	-4%	2%	0.6	32
O=C(COC(=O)c1ncc(Cl)c(Cl)c1Cl)Nc1ccc(Cl)cn1	i	41	.	.	.	10%	15%	.	.	.	-1.2	100
CCC1C2CN(C(C)=O)CC=C2C(C#N)=C(N)C1(C#N)C#N (centres undefined)	i	43	1%	.	.	14%	-2%	-0.2%	-13%	-14%	-0.2	87
CCOC(=O)CSc1nc2nc(C)cc(C)n2n1	i	64	6%	2	679	2%	5%	-0.2%	-1%	-11%	5.7	58
C/C(=N\NC(=O)C(=O)Nc1cccc(C(F)(F)F)c1)c1ccc(Cl)s1	i	54	-23%	.	.	6%	7%	0.0%	-3%	5%	1.3	65
O=c1[nH]n(-c2ccc([N+](=O)[O-])cc2)c(=O)c2ccccc12	i	25	6%	-9	605	24%	6%	0.2%	-2%	1%	1.5	58
Cc1nc(N2CCN(c3ccccn3)CC2)c2c(C)c(C(=O)Nc3ccc(Cl)cc3)sc2n1	i	65	21%	-48	620	5%	3%	0.0%	-2%	-2%	2.1	77
Cc1cc2oc(=O)cc(CN3CCOCC3)c2cc1O	i	7	8%	11	850	23%	5%	0.0%	-15%	19%	-0.9	92
CNC(=O)c1ccc(NC(=O)CN2c3cccc4cccc(c34)S2(=O)=O)cc1	i	34	.	.	.	16%	3%	.	.	.	-1.0	54
NCCCCC(NC(=O)C1CCCN1C(=O)C1CSSCC(N)C(=O)NC(Cc2ccc(O)cc2)C(=O)NC(Cc2ccccc2)C(=O)NC(CCC(N)=O)C(=O)NC(CC(N)=O)C(=O)N1)C(=O)NCC(N)=O (centres undefined)	.	.	-2%	-11	735	4%	.	-0.1%	-1%	-9%	.	.
Cc1csc(=O)n1CC(=O)OC(C)C(=O)Nc1cccc(Cl)c1 (centres undefined)	i	24	.	.	.	11%	6%	.	.	.	0.1	56
CSCC[C@H](NC(=O)OC(C)(C)C)c1nnc(SCC(N)=O)o1	i	19	7%	.	.	3%	9%	-0.2%	6%	-4%	-1.1	35
FC(F)(F)c1cccc(NC(=S)NNC(=S)Nc2ccc(Cl)cc2)c1	i	32	0%	4	740	20%	.	0.2%	7%	-12%	38	56
CCCN1C2CCCC1CC(NC(=O)Nc1cccc(C(C)=O)c1)C2 (centres undefined)	i	31	9%	-20	782	12%	8%	-0.1%	-10%	-12%	-3.2	73
Cc1ccc(S(=O)(=O)N2CCN(c3ccc([N+](=O)[O-])c4cccnc34)CC2)cc1	i	5	8%	-17	625	-1%	8%	-0.3%	7%	-4%	4.3	47
COCCNC(=O)Cc1ccc(Br)cc1	i	35	1%	.	.	0%	-1%	0.0%	-11%	-10%	-1.2	83
CCN(CC)c1ccc(C2Nc3cccc4cccc(c34)N2)c(O)c1	i	29	9%	.	.	.	8%	0.0%	-5%	4%	3.0	75
CCOC(=O)/C=C1\SCC(=O)N1CCOc1cccc(Br)c1	i	32	5%	.	.	8%	2%	-0.2%	1%	-12%	31	74
CCOC(=O)c1ccc(N=Nc2c(C)[nH]n(-c3ccccc3)c2=O)cc1	i	61	-2%	39	815	11%	5%	-0.1%	-8%	5%	1.5	51
CCCCOC(=O)Nc1ccc(N(C)C)cc1	i	52	0%	-4	614	5.4µM*	?	-0.1%	-6%	4%	0.6	45
O=C(Nc1cccc(C(=O)N2CCOCC2)c1)c1ccccc1Br	i	45	7%	-2	799	9%	-3%	-0.1%	-6%	-13%	-0.8	50
Cn1cc(C(=O)NC2CCCCCCC2)c(=O)c2cc(S(=O)(=O)N3CCCC3)ccc21	i	17	-11%	-4	667	0%	6%	0.5%	6%	4%	7.2	46
COc1ccc(C(=O)Cn2ccsc2=NC(C)=O)cc1	i	59	10%	4	685	4%	9%	-0.3%	-10%	-3%	1.3	90
CCC(=O)NNC(=O)CCC(=O)Nc1cccc(Cl)c1C	i	69	6%	6	704	-3%	9%	0.2%	-1%	6%	0.0	91
Continuation.
SMILES	T cell HTS	T cell HTS vesicle-bound %	GPR55 antagonists	Lipid droplet	Lipid droplet cells 6.5 µM	Large T inhibition	Rac1 GTP hydrolysis	GPR55 activation	LYP phosphatase	GPR35 arrestin U2OS	NTR1 ag	NTR1 ag cell count 20 µM
COc1ccc(NC(=O)CN(C)C(=O)c2sc3cc(Cl)ccc3c2Cl)cc1	i	32	.	.	.	11%	6%	.	.	.	13	61
CCO[C@@H]1OC(C(=O)N2CCN(Cc3ccc4c(c3)OCO4)CC2)=C[C@H](c2csc3ccccc23)[C@H]1CCCO	i	41	11%	-3	693	9%	12%	0.2%	3%	16%	-0.5	112
O=C(CSc1n[nH]c(-c2ccccc2Cl)n1)NCc1cccc(C(=O)O)c1	i	32	-2%	1	761	.	-6%	-0.1%	-4%	-14%	-1.6	80
CN(C)c1ccc(NC(=O)COC(=O)Cn2nnc3ccccc32)cc1	i	47	9%	32	656	6.6µM*	?	1.6%	-9%	-2%	2.0	57
CCc1ccc(OCC(=O)OCC(=O)c2c(N)n(C)c(=O)n(C)c2=O)cc1	i	39	-2%	12	701	5%	2%	-0.5%	-6%	-5%	-1.3	92
N#C/C(=C/Nc1ccccc1F)S(=O)(=O)c1ccc(Cl)cc1	i	44	3%	24	436	-5%	5%	-0.1%	-2%	21%	-0.8	90
CC(Cc1cccs1)NC(=S)Nc1ccc(F)cc1 (centres undefined)	i	36	10%	-13	654	49%	3%	-0.4%	10%	8%	0.6	84
CC1CN(c2ccc([N+](=O)[O-])c(NCCOc3ccc(Cl)cc3)c2)CC(C)N1 (centres undefined)	i	57	-32%	-11	786	13%	14%	-0.2%	-8%	8%	3.2	64
Cc1csc(NC(=O)CNS(=O)(=O)c2cccs2)n1	i	64	10%	.	.	4%	2%	0.3%	-3%	1%	-0.5	85
Cc1ccc(Cl)cc1N1CCN(C(=O)c2noc(C)c2[N+](=O)[O-])CC1	i	10	-21%	8	640	3%	2%	0.7%	-10%	4%	1.0	67
O=[N+]([O-])c1ccc(C=Nc2ccc(Cl)c([N+](=O)[O-])c2)s1	.	.	-18%	-5	578	24%	10%	0.2%	1%	-3%	2.4	95
Cc1cc(NC(=O)c2cc3nc4c(c(C(F)(F)F)n3n2)CCc2ccccc2-4)no1	.	.	-10%	.	.	.	.	0.1%	-8%	1%	.	.
C(=N\Nc1nc(N2CCCCCC2)nc(N2CCCCCC2)n1)/c1ccccc1	i	62	13%	-8	706	2%	6%	-0.3%	2%	21%	3.5	88
COc1ccc(OCCC(=O)NCCN2CCOCC2)cc1	i	41	4%	-7	651	4%	4%	0.2%	2%	4%	-0.3	53
O=C(NCc1cccnc1)c1cc(-c2ccco2)on1	i	42	-14%	.	.	4%	-12%	-0.1%	-4%	4%	0.1	75
O=S(=O)(Nc1nc2ccccc2nc1Cl)c1ccc(Br)cc1	i	32	14%	-16	645	12%	-3%	0.3%	-1%	9%	-0.2	43
CC1SC(C)C(=O)N(CC(=O)Nc2ccc3c(c2)OCO3)C1=O (centres undefined)	i	53	-4%	-1	621	10%	5%	0.1%	-2%	-18%	-2.2	72
Cc1cccc(NC(=O)CSc2nnc(CSc3nc(C)cc(C)n3)o2)c1	i	35	-2%	.	.	3%	8%	0.5%	-10%	-6%	-1.2	83
CC(C)OCCCn1c(=NC(=O)c2cccs2)c(C#N)cc2c(=O)n3ccccc3nc21	i	52	-1%	11	779	16%	.	-0.2%	-35%	-12%	6.4	45

Rows are unselected (roughly 1.8% active in at least one column).
